# High-throughput results deposited in PubChem BioAssay by several laboratories.
# KLK7 zymogen act: proKLK7 zymogen activators, primary screen, biochemical, fluorescence intensity | Kallikrein-7 (Homo sapiens), P49862 | purified proKLK7, EDANS-DABCYL substrate fluorescence; 100% is mature enzyme control, 0% vehicle | activation, % at 7 µM | actives 0.9% (n = 370,000) | AID 652039, 2013;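 active = activation above the mean of all tested compounds plus 3 SD, computed per campaign excluding outliers beyond control limits, cut at about 13% in these data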
# hgDAF-12 ag: H. glycines DAF-12 receptor agonists, primary screen, cell-based, luminescence, HEK293, GAL4 fusion, UAS-luciferase; HEK293 GAL4-hgDAF12 UAS-luciferase reporter, agonist luminescence; normalized to butyrate control; activation, % at 6.8 µM; actives 1.8% (n = 370,000); AID 687014, 2013;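 active = activation above a cutoff set at the mean of all screened compounds plus 3 SD, cut at about 10% in these data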;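 also: 0% = DMSO wells and 100% = sodium butyrate wells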
# SMARCA2 activ: SMARCA2 (BRM) function activators, primary screen, cell-based, luminescence, high throughput. MG213 cells, MMTV-luciferase reporter, dexamethasone, overnight. activation, % at 9.1 µM. actives 1% (n = 370,000); in the data active = activation above about 7.8%;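 also: 0% = vehicle wells and 100% = reference activator wells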
# ssDAF-12 act: S. stercoralis DAF-12 nuclear receptor activators, primary screen, cell-based, luminescence, HEK293, GRIP1 co-expression, lit1-tk-luc; Nuclear hormone receptor DAF-12 (Strongyloides stercoralis); HEK293 ssDAF-12/GRIP1 lit1-tk-luc reporter; % of 3 µM dafachronic acid response; activation, % at 6.8 µM; actives 1% (n = 370,000); AID 652126, 2013;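 active = activation above the mean over all tested compounds plus 3 SD, cut at about 0.9% in these data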;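 also: 0% = DMSO-only wells and 100% = 3 µM delta7-dafachronic acid wells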
# NPR1 activator: GC-A stimulated cGMP production enhancers – HEK293 GC-A cells, cGMP TR-FRET, EC30 ANP, primary screen. 0% at EC30 ANP, 100% saturating ANP. activation, % at 10 µM. actives 0.14% (n = 370,000); in the data active = activation above about 40%
# Target sequence (P16066 whole entry, looked up): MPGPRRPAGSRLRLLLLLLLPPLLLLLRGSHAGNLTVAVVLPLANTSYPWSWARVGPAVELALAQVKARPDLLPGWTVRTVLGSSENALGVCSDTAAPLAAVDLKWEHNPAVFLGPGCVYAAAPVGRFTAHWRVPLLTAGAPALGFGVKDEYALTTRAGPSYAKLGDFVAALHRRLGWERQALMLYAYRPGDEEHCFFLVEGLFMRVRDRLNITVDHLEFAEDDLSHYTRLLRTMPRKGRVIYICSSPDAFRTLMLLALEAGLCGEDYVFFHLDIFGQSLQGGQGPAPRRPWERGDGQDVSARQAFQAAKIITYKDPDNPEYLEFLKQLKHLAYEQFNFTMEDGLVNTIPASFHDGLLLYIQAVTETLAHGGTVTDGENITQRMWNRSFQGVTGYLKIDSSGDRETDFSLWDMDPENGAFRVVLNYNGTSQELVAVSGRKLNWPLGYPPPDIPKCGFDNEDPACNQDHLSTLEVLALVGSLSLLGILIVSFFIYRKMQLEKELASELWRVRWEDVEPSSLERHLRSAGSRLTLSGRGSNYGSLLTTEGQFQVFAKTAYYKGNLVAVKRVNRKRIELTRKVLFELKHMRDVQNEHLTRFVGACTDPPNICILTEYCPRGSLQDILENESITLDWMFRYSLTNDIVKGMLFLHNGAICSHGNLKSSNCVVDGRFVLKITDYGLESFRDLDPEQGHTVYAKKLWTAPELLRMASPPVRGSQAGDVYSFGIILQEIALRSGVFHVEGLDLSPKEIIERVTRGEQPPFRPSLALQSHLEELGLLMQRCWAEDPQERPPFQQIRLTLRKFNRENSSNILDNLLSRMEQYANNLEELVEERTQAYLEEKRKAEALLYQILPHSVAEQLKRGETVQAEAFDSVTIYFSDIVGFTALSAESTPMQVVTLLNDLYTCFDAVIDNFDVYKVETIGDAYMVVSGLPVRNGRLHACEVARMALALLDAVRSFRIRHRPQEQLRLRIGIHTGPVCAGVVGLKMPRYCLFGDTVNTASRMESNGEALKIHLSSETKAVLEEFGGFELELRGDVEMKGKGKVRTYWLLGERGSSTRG
# FXN GAA850 act: FXN promoter activators, primary screen, cell-based, luciferase luminescence, HEK293 lucGAA850; HEK293 lucGAA850 FXN promoter luciferase reporter, 24 h; percent of 10 µM SAHA response; activation, % at 6 µM; actives 0.56% (n = 360,000); AID 540364, 2011;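 active = activation above the average of all compounds screened plus 3 SD, cutoff fixed separately per campaign, cut at about 7.5% in these data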;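 also: 0% = DMSO wells and 100% = 10 µM SAHA wells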
# GC-B act: human GC-B receptor activators, primary screen, HEK293 GC-B cells, cGMP TR-FRET, EC30 CNP. Atrial natriuretic peptide receptor 2 (Homo sapiens), P20594. 0% at EC30 CNP, 100% saturating CNP. activation, % at 10 µM. actives 0.11% (n = 370,000);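 active = activation at 10 µM reaching about 35% in either raw or pattern-adjusted values, limit read from the data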
# hcDAF12 agonist: H. contortus DAF-12 nuclear receptor activators, primary screen, cell-based, luminescence, HEK293, lit1-tk-luc reporter; activation, % at 6.8 µM; HEK293 hcDAF-12 lit1-tk-luc reporter; 0% DMSO, 100% Δ7-dafachronic acid; actives 1.4% (n = 370,000);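 active = activation above the mean of all tested compounds plus 3 SD, cut at about 5.5% in these data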;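 also: 100% = response to 3 µM Δ7-dafachronic acid high control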
# sPLA2-III inh: human group III sPLA2 inhibitors, primary screen, biochemical, QFRET, BODIPY PC-A2 liposome substrate | actives 0.56% (n = 370,000) | inhibition, % at 12.2 µM | Group 3 secretory phospholipase A2 (Homo sapiens), Q9NZ20 | QFRET BODIPY PC-A2 liposome hydrolysis, fluorescence;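 active = inhibition above mean plus 3 SD of compounds lying within the high and low control bounds, cut at about 19% in these data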;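 also: 0% = median of test compound wells and 100% = no enzyme DMSO wells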
# DAX1 inh-1: DAX1 (NR0B1) inhibitors on StAR promoter, primary screen, cell-based, luminescence, SF-1 (NR5A1), full-length DAX-1; HEK293T StAR-luciferase reporter, SF-1/DAX-1 repression relief; actives 1.1% (n = 370,000); AID 652010, 2013; inhibition, % at 6.8 µM;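 active = inhibition above the mean over all tested compounds plus 3 SD, cut at about 3.6% in these data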;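 also: 0% = DAX-1 cells with DMSO and 100% = cells lacking DAX-1 with DMSO; higher inhibition means more luminescence from relief of DAX-1 repression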
# DAX1 inh-2: DAX1 (NR0B1) inhibitors, primary screen, cell-based, HEK293, Gal4-DAX1, luciferase luminescence; HEK293 Gal4-DAX1 luciferase reporter; actives 0.99% (n = 340,000); inhibition, % at 6.75 µM; Nuclear receptor subfamily 0 group B member 1 (Homo sapiens), P51843; AID 504766, 2011;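 active = inhibition above the mean over all tested compounds plus 3 SD, cut at about 4.2% in these data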;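 also: 0% = DAX1-transfected cells with DMSO and 100% = empty-vector control cells with DMSO; inhibition shows as a rise in luminescence from relieved DAX1 repression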
# Numbers without * were called inactive; . = not tested or not shown.
nr	smiles	KLK7 zymogen act	hgDAF-12 ag	SMARCA2 activ	ssDAF-12 act	NPR1 activator	FXN GAA850 act	GC-B act	hcDAF12 agonist	sPLA2-III inh	DAX1 inh-1	DAX1 inh-2
1	Cc1cc(C)nc(SCc2ccc(C(=O)NNC(=O)Nc3cccc(Cl)c3)cc2)n1	-1.0	-3.2	-1.7	-1.4	1.7	0.6	2.4	-1.8	-45.4	-1.9	-1.6
2	CCC12CCC3c4ccc(O)cc4CCC3C1CC(O)C2O (stereo not given)	-0.6	-1.3	-5.0	-1.1	2.1	-0.6	1.7	-0.9	3.2	-2.2	0.9
3	O=C(COC(=O)CNC(=O)c1ccc(Cl)cc1Cl)NCc1ccco1	0.1	-1.1	-1.8	-0.5	6.5	2.4	0.4	-1.1	5.5	2.7	0.1
4	COc1ccc(-c2nc(CS(=O)(=O)CC(=O)NCCc3cc(OC)ccc3OC)c(C)o2)cc1	0.4	-2.4	-2.8	-1.3	-8.0	-2.1	-7.6	-0.3	-0.3	-0.8	-0.4
5	COc1ccc(C(=O)Oc2cc(C)[nH]c(=O)c2[N+](=O)[O-])cc1	0.0	-2.3	-3.3	-0.8	1.7	1.1	0.7	0.0	-1.1	-0.2	0.6
6	N#CC(C#N)=C1C=CC=CN1/C(=C\c1ccco1)C(=O)c1ccccc1	7.2	-8.0	-10.9	-2.0	7.1	-12.7	-12.6	-2.5	0.7	-1.9	-2.6
7	COc1cccc(NC(=O)Cn2c3ccc(F)cc3c3nc4n(c(=O)c32)CCS4)c1	0.6	1.4	0.4	-1.0	-8.7	-4.4	-8.8	-1.4	-0.8	0.1	0.4
8	COc1ccc2c(c1)CC/C2=N\OC(=O)c1ccccc1C	-0.2	9.4	4.8	2.1*	-4.5	7.1	0.1	1.5	-3.2	0.7	2.5

# (cont.)
nr	smiles	KLK7 zymogen act	hgDAF-12 ag	SMARCA2 activ	ssDAF-12 act	NPR1 activator	FXN GAA850 act	GC-B act	hcDAF12 agonist	sPLA2-III inh	DAX1 inh-1	DAX1 inh-2
9	COc1ccccc1S(=O)(=O)N(C)C[C@H]1Oc2cc(C#CCC3CCCC3)ccc2S(=O)(=O)N([C@H](C)CO)C[C@H]1C	0.1	-3.6	-6.3	-1.4	-0.2	0.1	-0.2	1.5	-15.0	-1.5	-1.8
10	O=C1Nc2ccccc2N(O)N1c1ccc(Cl)cc1	-0.2	-0.9	2.7	-0.4	2.1	1.4	3.2	-1.7	2.0	-0.4	-1.6
11	O=C(c1ccc(CNS(=O)(=O)c2ccc(F)cc2)cc1)N1CCCCCC1	0.4	10.0	3.3	-0.5	-1.4	1.6	-1.4	0.7	-1.9	0.7	1.1
12	CS(=O)(=O)c1ccc2nc(NC(=O)Oc3ccccc3)sc2c1	0.1	2.8	-3.2	-0.8	1.7	0.8	-1.1	-2.4	4.0	-1.0	1.8
13	CCOC(=O)C1=C(C)NC(=O)NC1C(C)C (stereo not given)	0.5	1.1	-1.3	-1.0	3.1	-1.0	2.1	-1.8	9.4	0.4	1.0
14	CCOc1ccc(S(=O)(=O)N2CCOCC2)cc1NC(=O)C1CCC1	0.6	0.5	-2.9	-0.5	-3.6	-1.5	1.1	-1.4	7.3	0.2	0.4
15	Cc1nc(N(C)C)c2sc(=S)n(C)c2n1	0.0	3.7	-0.4	-1.0	4.4	1.4	0.5	-1.6	1.1	-0.2	2.5
16	Cc1noc(C)c1CSCC(=O)Nc1ccc(S(C)(=O)=O)cc1	0.0	-1.1	0.4	-1.0	-3.7	3.1	6.7	-0.5	0.9	-0.6	-0.1

# New compounds follow
nr	smiles	KLK7 zymogen act	hgDAF-12 ag	SMARCA2 activ	ssDAF-12 act	NPR1 activator	FXN GAA850 act	GC-B act	hcDAF12 agonist	sPLA2-III inh	DAX1 inh-1	DAX1 inh-2
17	COc1ccc(-c2csc(C(O)c3ccc(F)cc3)n2)cc1OC (stereo not given)	0.2	-1.9	-3.0	-1.4	1.9	2.5	-1.1	0.8	1.2	-1.4	.
18	N#Cc1cccc(CN2C=NS(=O)(=O)c3ccccc32)c1	-0.5	-1.2	-1.1	-1.2	-3.6	1.0	6.5	0.3	4.5	0.1	-0.3
19	COc1cc(CN2CCCC(CO)(Cc3ccccc3C)C2)cc2c1OCO2 (stereo not given)	0.4	1.1	0.3	-1.7	.	-0.7	.	-1.4	-6.3	-1.4	1.1
20	Cc1ccc(OCCC(=O)N(Cc2ccccc2)c2c(N)n(Cc3ccccc3)c(=O)[nH]c2=O)cc1	0.1	-0.9	-0.7	-1.0	-3.9	-3.7	-1.8	1.0	-6.5	-0.5	0.5
21	N#CCCN(C(=O)Nc1ccc(Cl)c(Cl)c1)C1CCCCC1	-0.2	-3.0	-8.8	-1.5	-0.4	2.4	0.7	-2.5	6.7	-2.3	1.4
22	Cn1cc(S(=O)(=O)N2CCCC2)cc1C(=O)N1CCN(c2ccccc2)CC1	-0.2	3.6	-0.7	-0.8	-1.9	-0.1	2.8	0.9	-0.9	-0.8	0.3
23	COc1ccc(NC(=O)C2CCCN(S(C)(=O)=O)C2)cc1 (stereo not given)	0.5	-0.8	3.9	-1.2	0.6	1.9	4.2	-1.7	-4.3	0.0	-1.2
24	C=CCn1c(SCC(=O)N2c3ccccc3Sc3ccccc32)nnc1-c1ccco1	1.0	-0.9	-2.4	-0.4	-25.0	0.5	-24.1	0.3	-6.6	-0.4	-2.2

# Entries of single compounds, looked up by structure.
# Record of C=CCn1c(SCC(=O)N2c3ccccc3Sc3ccccc32)nnc1-c1ccco1 = KLK7 zymogen act: 1.0; hgDAF-12 ag: -0.9; SMARCA2 activ: -2.4; ssDAF-12 act: -0.4; NPR1 activator: -25.0; FXN GAA850 act: 0.5; GC-B act: -24.1; hcDAF12 agonist: 0.3; sPLA2-III inh: -6.6; DAX1 inh-1: -0.4; DAX1 inh-2: -2.2
# Record of COc1ccccc1S(=O)(=O)N(C)C[C@H]1Oc2cc(C#CCC3CCCC3)ccc2S(=O)(=O)N([C@H](C)CO)C[C@H]1C = KLK7 zymogen act: 0.1; hgDAF-12 ag: -3.6; SMARCA2 activ: -6.3; ssDAF-12 act: -1.4; NPR1 activator: -0.2; FXN GAA850 act: 0.1; GC-B act: -0.2; hcDAF12 agonist: 1.5; sPLA2-III inh: -15.0; DAX1 inh-1: -1.5; DAX1 inh-2: -1.8

# Going on with the list.
nr	smiles	KLK7 zymogen act	hgDAF-12 ag	SMARCA2 activ	ssDAF-12 act	NPR1 activator	FXN GAA850 act	GC-B act	hcDAF12 agonist	sPLA2-III inh	DAX1 inh-1	DAX1 inh-2
25	COc1ccc(/C=N/NC(=O)c2cccc(C(F)(F)F)c2)cc1	-0.6	0.1	3.4	-1.7	4.1	0.3	2.7	-1.1	1.4	0.2	0.0
26	CCC12CC3CC(C1)CC(C(=O)O)(C3)C2	0.1	1.6	3.3	-1.3	1.2	0.0	3.6	-1.0	-1.1	-0.8	-0.6
27	CCc1c(C)nc2[nH]nc(-c3ccccc3C)n2c1=O	0.3	-0.1	2.4	-0.2	1.5	0.5	-12.7	-0.8	-3.7	0.8	0.6
28	COc1cc(C(=O)NCC(=O)Nc2c(C)cccc2C)ccc1OCC(=O)N1CCOCC1	-0.2	-0.4	-2.0	-1.3	-0.8	2.8	2.1	-1.5	12.8	-0.3	1.1
29	CCOC(=O)c1c(C)[nH]c(C)c1C(=O)COC(=O)C1CCCN1S(=O)(=O)c1ccccc1F (stereo not given)	0.8	-1.2	-0.1	-1.2	0.1	-0.7	4.9	-1.6	-10.0	-0.3	-1.3
30	COc1ccc(CNc2nc3ccc(C)cc3s2)c(OC)c1OC	0.1	-0.1	1.4	-1.0	5.5	1.5	-1.2	-2.3	-1.7	-0.3	1.0
31	O=C1CCCN1C(=O)CCC(=O)N1CCCC1=O	0.0	1.2	1.9	-0.7	5.8	0.3	10.2	-1.4	6.5	0.2	-0.9
32	Cc1csc(CN(C)C(=O)CC2C(=O)NCCN2Cc2ccccc2C)n1 (stereo not given)	0.2	-0.1	3.6	-1.3	-1.5	-0.9	-0.2	-0.1	3.0	1.4	1.2

# The results go on:
nr	smiles	KLK7 zymogen act	hgDAF-12 ag	SMARCA2 activ	ssDAF-12 act	NPR1 activator	FXN GAA850 act	GC-B act	hcDAF12 agonist	sPLA2-III inh	DAX1 inh-1	DAX1 inh-2
33	C#CCNC(=O)C[C@H]1C[C@@]2(C(=O)OC)C(=C[C@H](C3CCCC3)O[C@@H]2C)N(CCCCCCCC)C1=O	-0.1	-2.0	-7.5	-0.5	-5.1	.	1.1	1.1	6.2	-0.6	.
34	COc1ccc2oc(C(=O)NNC(=O)c3ccc(F)cc3)c(C)c2c1	2.0	3.3	-0.5	-0.7	-1.4	-0.1	2.8	0.6	-3.0	1.3	3.3
35	Cc1cc(C)nc(SCCC(=O)Nc2ccccc2)n1	0.3	-3.1	-1.5	-2.2	1.6	2.5	1.1	-2.2	1.4	0.7	-0.1
36	NNC(=O)c1ccccc1OCc1ccccc1	-0.6	3.1	3.0	-0.6	7.8	-0.8	1.6	0.8	-4.4	-0.1	-2.0
37	CCc1ccc(N2C(=O)CC(NNc3nc4ccccc4s3)C2=O)cc1 (stereo not given)	-0.2	-4.0	-3.6	0.1	-1.9	2.2	-0.3	3.8	-26.2	-1.2	-0.6

# 2 records picked at random from those above, as already listed:
nr	smiles	KLK7 zymogen act	hgDAF-12 ag	SMARCA2 activ	ssDAF-12 act	NPR1 activator	FXN GAA850 act	GC-B act	hcDAF12 agonist	sPLA2-III inh	DAX1 inh-1	DAX1 inh-2
23	COc1ccc(NC(=O)C2CCCN(S(C)(=O)=O)C2)cc1 (stereo not given)	0.5	-0.8	3.9	-1.2	0.6	1.9	4.2	-1.7	-4.3	0.0	-1.2
18	N#Cc1cccc(CN2C=NS(=O)(=O)c3ccccc32)c1	-0.5	-1.2	-1.1	-1.2	-3.6	1.0	6.5	0.3	4.5	0.1	-0.3
